Luc counter: Kinase-Glo luciferase inhibition (counter-screen); Potency, µM (top dose mostly 38.3 µM), for the others: at the highest dose activity change, negative = inhibition, actives largely listed as inhibitors; 0.28% of 200,000 active; Kinase-Glo luciferase, ATP luminescence, 8 min; AID 1379; Q27757; note: potency is the fitted concentration of half-maximal effect; % is set by controls: 0 for no effect and ±100 for the full control effect; nearly all actives have a fitted effect of over 60% in size
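Compounds were added to a substrate mix at pH 7.2 (50 mM imidazole, 10 uM ATP, within the enzyme's linear range), followed by Kinase-Glo detection reagent; luminescence was measured after 8 minutes at ambient temperature.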
HttQ103 aggreg: reduces HttQ103-GFP aggregates in PC12 cells | PC12 HttQ103-GFP aggregates, Acumen cytometry, 40 h | Potency, µM (titrated, usually from 46.1 µM), inactives show at the top dose activity change, negative = inhibition, actives largely listed as inhibitors | 1.1% of 220,000 active; note: potency is the fitted concentration of half-maximal effect; % is set by controls: 0 for no effect and ±100 for the full control effect; nearly all actives have a fitted effect of over 60% in size
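Multiplexed with ATP-based cell death, this channel scores GFP aggregates in PC12 cells expressing inducible HTTex1-Q103-GFP. Induction used 100 nM tebufenozide; compounds were tested in concentration series.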
CBFb RUNX1 block: CBF-beta/RUNX1 interaction disruption; Q01196+Q13951; AlphaScreen CBFb-His/RUNX1-biotin binding, biochemical; Potency, µM (top dose mostly 59.8 µM), for inactives: at the top dose activity, negative = inhibition, hits mostly inhibitors; 230,000 tested, under 10 active; AID 1477; note: % of control where 0% means no effect
Target sequence (Q01196 whole entry, looked up): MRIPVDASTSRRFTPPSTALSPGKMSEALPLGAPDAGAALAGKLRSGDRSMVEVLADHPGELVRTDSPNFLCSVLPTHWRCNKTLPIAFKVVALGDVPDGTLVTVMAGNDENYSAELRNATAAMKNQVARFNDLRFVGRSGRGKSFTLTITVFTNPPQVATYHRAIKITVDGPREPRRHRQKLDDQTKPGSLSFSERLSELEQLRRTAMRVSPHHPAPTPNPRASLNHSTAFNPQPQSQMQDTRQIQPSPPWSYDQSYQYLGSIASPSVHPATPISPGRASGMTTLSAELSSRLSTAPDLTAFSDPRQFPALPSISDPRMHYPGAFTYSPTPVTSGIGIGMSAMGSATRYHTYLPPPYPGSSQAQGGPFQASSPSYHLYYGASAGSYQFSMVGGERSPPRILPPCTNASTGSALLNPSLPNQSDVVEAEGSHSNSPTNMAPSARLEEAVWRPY
Target sequence (Q13951 whole entry, looked up): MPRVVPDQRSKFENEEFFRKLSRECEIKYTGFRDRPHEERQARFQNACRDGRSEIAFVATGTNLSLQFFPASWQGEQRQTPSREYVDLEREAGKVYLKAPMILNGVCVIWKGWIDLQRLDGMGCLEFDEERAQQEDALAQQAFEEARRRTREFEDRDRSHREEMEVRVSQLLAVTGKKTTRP
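His-tagged CBF-beta and biotinylated RUNX1 (30 nM each) were premixed 20 min at room temperature, exposed to compound for 15 min, then given nickel-chelate and streptavidin AlphaScreen beads (50 ng each). After 90 min, AlphaScreen signal was read.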
HTT cytoprotect: protects HTT-Q103 PC12 cells, measured by ATP; PC12 HTT-Q103 induced, cytoprotection, ATP luminescence, 40 h; AID 1471; Potency, µM (titrated, usually from 56.4 µM), inactives show cytoprotection (ATP increase), hits mostly activators; 0.14% of 230,000 active;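 note: potency is the fitted concentration of half-maximal effect; % of control where 0% means no effect; nearly all actives have a fitted effect of over 45% in size; toxic huntingtin expression switched on by the ecdysone agonist tebufenozide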
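PC12 cells with ecdysone-inducible HTT exon 1 Q103-GFP, induced with 100 nM tebufenozide and co-treated with library compounds in a dose series (1536-well, 1500 cells/well). Cytoprotection read as ATP content by ATPlite luminescence.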
Lamin A splicing: changes lamin A minigene splicing in HeLa cells; AID 1487; HeLa LMNA splicing GFP/RFP minigene ratio, 48 h; Potency, µM (highest dose often 46.1 µM), for the others: at the highest dose ratio change, negative = inhibition, most hits filed as inhibitors; 0.01% of 200,000 active; active = well fitted inhibition curve with a large enough effect in the signal ratio, with a control signal flat, not every such curve was filed as active; inconclusive = small, poorly fitted or top-dose-only effect, or effect the other way, or a change in a side signal; the % refers to the signal ratio; note: potency is the fitted concentration of half-maximal effect; % is set by controls: 0 for no effect and ±100 for the full control effect
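S3 HeLa cells stably expressing lamin A-EGFP splicing minigene plus DsRed2, 600 cells/well, 48 h compound exposure at 37C. Laser-scanning cytometry; analysed as GFP (500-530 nm)/RFP (575-640 nm) total intensity ratio; 0.5% DMSO vehicle.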
IMPase Li cell: IMPase inhibition in cells with lithium potentiation; CHO-M1 cells, IP1 TR-FRET (IP-One), carbachol + lithium; Potency, µM (doses to about 59.4 µM), for the others: at the top dose activity, negative = IMPase inhibition, usual class: inhibitors; 0.35% of 210,000 active; AID 1457;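 note: IP1 builds up when IMPase is blocked and the TR-FRET signal falls; potency is the fitted concentration of half-maximal effect; plate controls were basal vehicle for no effect and high inhibitor control for full effect; nearly all actives have a fitted effect of over 50% in size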
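Lithium-sensitised IP1 accumulation assay; M1-expressing CHO cells treated 30 min at 37C with compound. Competitive antibody detection by time-resolved FRET followed a 10 min room-temperature lysis step.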
SMN2 splice enh: SMN2 splice variant enhancement | HEK293 SMN2-luciferase splicing reporter, luminescence, 30-36 h | Potency, µM (series often up to 46.1 µM), for the others: at the highest dose activity change, positive = activation, actives largely listed as activators | 2.8% of 210,000 active; note: potency is the fitted concentration of half-maximal effect; % of control where 0% means no effect; nearly all actives have a fitted effect of over 55% in size
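qHTS luciferase splicing reporter: luminescence rises when SMN2 exon 7 is included in transfected HEK293 cells. Compound exposure lasted 30-36 h at 37C, with 4.5 mM final sodium butyrate as control, followed by a ONE-Glo read.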
The depositor's hits bear a star; ? = inconclusive; . = no result given; & = joins results of further samples; [ ] = another dose, or the depositor's remark. Unless noted, calls come from the whole dose curve; as a rule, active = well fitted curve in the direction sought with a large enough effect; inconclusive = small, poorly fitted or top-dose-only effect, or another doubt; inactive = no such curve, though single readings can be large; an effect the other way counts as inactive or inconclusive.

SMILES	Luc counter	HttQ103 aggreg	CBFb RUNX1 block	HTT cytoprotect	Lamin A splicing	IMPase Li cell	SMN2 splice enh
COc1ccc(N(C(=O)C2CCCCC2)S(=O)(=O)c2cccc3cccnc23)cc1	3%	8%	9%	-39%[inhibitor]	.	19%	.
CCOC(=O)CC(=O)NC1(Cc2ccc(O)cc2)CCCCC1	0%	-13%	5%	-18%	.	7%	-12%
CN1CCN(c2nc(-c3ccccc3)nc(-c3ccc(F)cc3)c2C#N)CC1	-1%	-3%	7%	.	-24%[46 µM]	26%	-43%[inhibitor]
COc1cc(/C=N/NC(=O)C2CCN(CC(O)COCc3ccccc3)CC2)ccc1O (configuration not stated)	9%	2%	1%	3%	?	9%	-38%[inhibitor]
COc1ccc(OCCOCC(O)CN2CCOCC2)cc1 (configuration not stated)	-3%	-5%	9%	-5%	2%	-6%[38.3 µM]	-10%
Cc1ccc(-c2nnnn2CS(=O)(=O)c2ccccc2)cc1	-2%	-12%	4%	20%[10 µM]	-9%	6%	-1%
O=C(c1ccc(Cl)cc1)c1ccccc1C(=O)N1CCOCC1	-3%	-15%	6%	-1%[10 µM]	-6%	-10%[38.3 µM]	-9%
CC(=O)N(c1nc(CCl)cs1)c1cccc(C)c1C	5%	-11%	1%	?	-11%[46 µM]	12%	9%
O=C(COC(=O)c1cccc(Oc2ccccc2)c1)NCc1ccco1	-2%	9%	-2%	-19%	6%	18%[38.3 µM]	9%
CCOC(=O)c1cc(-c2cccnc2)nn1-c1ccccn1	-1%	10%	1%	0%[10 µM]	7%	-5%[38.3 µM]	-11%
c1ccc(C(c2ccccn2)c2ccccn2)cc1	-3%	5%	-3%	-4%[10 µM]	8%	-6%	-2%
CCCCC1CC(CSC(=N)N)OC1=O (configuration not stated)	-1%	7%	1%	-10%	?	-6%[38.3 µM]	4%
COc1cc(C)c2c(c1C=O)Oc1c(c(C)c(O)c3c1C(O)OC3=O)OC2=O (configuration not stated)	0%&2%	-13%[9.22 µM]	?	5%	10%	-1%&-2%&-7%	-8%&-4%
CC(C)NC(=O)NC(=O)COC(=O)c1ccc(F)cc1F	0%	5%	9%	15%[10 µM]	-8%	6%	2%
O=C(COC(=O)CCc1ccc(S(=O)(=O)N2CCOCC2)cc1)NC(=O)NC1CCCCC1	8%	7%	7%	4%	-7%[46 µM]	3%	12%
O=C(Cn1c(CN2CCCCC2)nc2ccccc2c1=O)NC1CCCCC1	-4%	15%	6%	8%[10 µM]	-6%	3%[38.3 µM]	-4%
CCOC(=O)c1oc2ccccc2c1CSc1nnc(-c2ccco2)o1	-4%	-1%	2%	-36%	0%	0%[38.3 µM]	-2%
O=C(COc1ccc(-n2cnnn2)cc1)N1CCN(c2ccc(F)cc2)CC1	2%	13%	1%	26%	0%	-1%[38.3 µM]	-5%
COC(=O)N/N=C(\C)c1ccccc1Br	0%	5%	1%	0%	-6%[0.0737 µM]	-3%[38.3 µM]	-6%
Cn1c(CNC(=O)Nc2ccccc2Cl)nnc1SCc1ccccc1	1%	-4%	1%	17%	3%	-24%[38.3 µM]	-18%
CCOC(=O)C1C(=O)C=C(N2CCOCC2)CC1c1cccc(OC)c1 (configuration not stated)	.	-26%	5%	-7%	?	.	.
COc1cc(C(=O)NNc2nc3cc4c(cc3s2)OCO4)cc(OC)c1OC	1%	-28%	-30%	.	?	3%	-26%
O=C(CN(c1ccc(F)cc1)S(=O)(=O)c1ccc2c(c1)OCCO2)NCc1ccncc1	0%	0%	-6%	-11%	?	3%[38.3 µM]	-1%
Cc1cc(C)c2ccc(/C=N/O)nc2c1O	.	-13%[9.22 µM]	-5%	3%[10 µM]	.	.	.
Cc1cc(NC(=O)CSc2nncn2N)no1	5%	-4%	6%	6%	.	-6%	-24%
Cc1ccc(CN2CCN(/N=C/c3cc(Br)cc(Br)c3O)CC2)cc1	-5%	-4%	-5%	5%[10 µM]	9%	12%	-47%[inhibitor]
COCCN(CC(=O)NC1CCCCC1)C(=O)CSc1nc2ccccc2o1	3%	-13%	7%	-6%[10 µM]	4%	33%[activator][38.3 µM]	-16%
CCC(=O)NCCNc1nc2cc(C)cc(C)c2cc1C#N	2%	7%[9.22 µM]	7%	11%[10 µM]	8%[46 µM]	7%	23%
COc1ccccc1C(=O)NNC(=O)C(=O)NCc1ccccc1	0%	.	2%	.	?	5%	-3%
O=C(Nc1cccc2c1C(=O)NC2=O)c1cccc(N2C(=O)CCC2=O)c1	4%	7%	1%	-20%	8%[46 µM]	6%	-3%
CCc1ccc(NC(=O)CSc2nnc(Cc3cccn3C)n2-c2ccc(OC)cc2)cc1	1%	1%	-7%	6%[10 µM]	-8%	27%[38.3 µM]	14%
Cc1ccc(-n2c(C)nn(Cc3ccc([N+](=O)[O-])cc3)c2=O)cc1	0%	16%	4%	-11%	?	1%	-7%
COc1cc(OC)c(NC(=S)NCc2ccccc2)cc1Cl	.	-24%	6%	-10%	.	5%	.
c1coc(CNc2c3c(nc4ncnn24)CCCC3)c1	-2%	-5%	-9%	9%[10 µM]	-9%	-5%[38.3 µM]	-21%
Cc1nn(Cc2ccc(Cl)c(Cl)c2)c(C)c1NC(=O)c1sc2ccccc2c1Cl	-2%	?	-1%	-57%[inhibitor]	?	-3%[38.3 µM]	-38%[inhibitor]
CN(CC(O)COC(c1ccccc1)c1ccccc1)C1CCCCC1 (configuration not stated)	1%	-15%	-1%	2%[10 µM]	?	27%	-13%
Cc1ccc(N2C(=O)c3cccc([N+](=O)[O-])c3C2=O)cc1C	-1%	6%[9.22 µM]	-7%	2%[10 µM]	-6%[46 µM]	5%	.
CCNS(=O)(=O)c1ccc(C(=O)Nc2ccccc2)cc1	18%	-4%	0%	8%	-9%	27%[38.3 µM]	-15%
C=CCNc1nc(Nc2ccc([N+](=O)[O-])cc2)nc(N2CCCC2)n1	0%	?	0%	-156%[inhibitor]	7%[46 µM]	9%	-38%[inhibitor]
O=C(/C=C/c1ccco1)N/C(=C\c1ccccc1)C(=O)NCCc1nc2ccccc2[nH]1	3%	29%	-21%	9%[10 µM]	0%	-2%	-4%
CC#CCCCC(=O)Nc1ccccc1C(=O)O	-5%	9%	-3%	0%	9%	7%[38.3 µM]	?
CCOC(=O)C1(CCc2ccccc2)CCN(C(=O)CCc2cnccn2)CC1	-3%	17%[9.22 µM]	5%	2%[10 µM]	?	12%	.
CC(C)(C)NC[C@@H](O)COc1ccccc1C1CCCC1	0%[17.1 µM]	10%[20.6 µM]	0%[21.7 µM]	?	?	-1%	-5%[20.6 µM]
CCOC(=O)C1CCCN(S(=O)(=O)c2cccc3cccnc23)C1 (configuration not stated)	-2%	-17%	9%	-9%[0.074 µM]	-3%	18%[38.3 µM]	17%
Nc1nnc(CC(=O)N/N=C\c2cc([N+](=O)[O-])ccc2O)s1	1%	-10%	.	13%[10 µM]	-9%	1%	-22%
Cc1occc1C(=O)NNC(=S)Nc1ccccc1C(F)(F)F	-2%	-16%	3%	14%[10 µM]	-11%	4%	?
CC(C)Oc1ccc(C(=O)CCN2CCCCC2)cc1	-2%	?	-2%	6%[1.9 µM]	-19%	23%	-19%
COc1cccc(C2C(C(=O)c3sc(C)nc3C)=C(O)C(=O)N2CCN2CCOCC2)c1OC (configuration not stated)	-1%	9%[9.22 µM]	1%	-7%	0%	-2%[38.3 µM]	-7%
O=C(c1ccccc1)C1CN(c2ccccc2)CC1c1ccc(Cl)cc1 (configuration not stated)	-5%	18%	5%	-10%	-2%	16%[38.3 µM]	-21%
N=C1SCC(=O)N1c1ncc(Cc2ccc(F)cc2)s1	1%	6%[9.22 µM]	-14%	27%[10 µM]	?	11%	-30%[inhibitor]
Cc1cc2c(c(=O)n1CCN(C)C)C(c1ccc(Br)cc1)C(C#N)=C(N)O2 (configuration not stated)	1%	2%	1%	11%	-2%	7%[38.3 µM]	-9%

In a second layout: 10 of the compounds above.
Results follow in this order: Luc counter	HttQ103 aggreg	CBFb RUNX1 block	HTT cytoprotect	Lamin A splicing	IMPase Li cell	SMN2 splice enh
> C=CCNc1nc(Nc2ccc([N+](=O)[O-])cc2)nc(N2CCCC2)n1
 : 0%	?	0%	-156%[inhibitor]	7%[46 µM]	9%	-38%[inhibitor]
> O=C(/C=C/c1ccco1)N/C(=C\c1ccccc1)C(=O)NCCc1nc2ccccc2[nH]1
 : 3%	29%	-21%	9%[10 µM]	0%	-2%	-4%
> CC#CCCCC(=O)Nc1ccccc1C(=O)O
 : -5%	9%	-3%	0%	9%	7%[38.3 µM]	?
> CCOC(=O)C1(CCc2ccccc2)CCN(C(=O)CCc2cnccn2)CC1
 : -3%	17%[9.22 µM]	5%	2%[10 µM]	?	12%	.
> CC(C)(C)NC[C@@H](O)COc1ccccc1C1CCCC1
 : 0%[17.1 µM]	10%[20.6 µM]	0%[21.7 µM]	?	?	-1%	-5%[20.6 µM]
> CCOC(=O)C1CCCN(S(=O)(=O)c2cccc3cccnc23)C1 (configuration not stated)
 : -2%	-17%	9%	-9%[0.074 µM]	-3%	18%[38.3 µM]	17%
> Nc1nnc(CC(=O)N/N=C\c2cc([N+](=O)[O-])ccc2O)s1
 : 1%	-10%	.	13%[10 µM]	-9%	1%	-22%
> Cc1occc1C(=O)NNC(=S)Nc1ccccc1C(F)(F)F
 : -2%	-16%	3%	14%[10 µM]	-11%	4%	?
> CC(C)Oc1ccc(C(=O)CCN2CCCCC2)cc1
 : -2%	?	-2%	6%[1.9 µM]	-19%	23%	-19%
> COc1cccc(C2C(C(=O)c3sc(C)nc3C)=C(O)C(=O)N2CCN2CCOCC2)c1OC (configuration not stated)
 : -1%	9%[9.22 µM]	1%	-7%	0%	-2%[38.3 µM]	-7%

Full records, quoted from the list.
`CN(CC(O)COC(c1ccccc1)c1ccccc1)C1CCCCC1` (configuration not stated) is listed with Luc counter: 1%; HttQ103 aggreg: -15%; CBFb RUNX1 block: -1%; HTT cytoprotect: 2%[10 µM]; Lamin A splicing: ?; IMPase Li cell: 27%; SMN2 splice enh: -13%
`CCCCC1CC(CSC(=N)N)OC1=O` (configuration not stated) is listed with Luc counter: -1%; HttQ103 aggreg: 7%; CBFb RUNX1 block: 1%; HTT cytoprotect: -10%; Lamin A splicing: ?; IMPase Li cell: -6%[38.3 µM]; SMN2 splice enh: 4%
